Large T inhibition – TAg ATPase/helicase activity blockers – biochemical (AID 1903); SV40 large T antigen ATPase/helicase inhibition assay; higher % means a stronger effect; one-dose inhibition, % at 20 µM; IC50 in µM for titrated hits; 310,000 tested, 0.39% active; in the data active = a potency from the dose series; also: strong numbers were not always called active
GPR55 antagonists – inhibition of LPI-stimulated GPR55 beta-arrestin translocation – imaging, U2OS, beta-arrestin-GFP, LPI agonist, primary screen (AID 2013); U2OS GPR55 beta-arrestin-GFP translocation imaging, LPI antagonism; higher % means a stronger effect; inhibition, % at 10 µM, or IC50 in µM where a hit was titrated; 290,000 tested, 0.13% active;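 active = spots per cell inhibited over 60%, with over 100 cells counted and total cytoplasm intensity under 500,000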;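 also: U2OS cells stably carrying GPR55 and arrestin-GFP stimulated by 5 µM LPI near EC80; imaged beta-arrestin-GFP aggregate spots per cell after agonist stimulation; plate controls were LPI-stimulated DMSO wells for no effect and DMSO wells without LPI for full effect; some results filed as inactive read as strong as hits; confirmed hits need IC50 under 10 µM and bright autofluorescent wells are also inconclusive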
KOR beta-arrestin-1 – kappa opioid receptor activators – cell-based, luminescence, uHTS, primary screen (AID 1777). KOR beta-arrestin recruitment, luminescence; higher % means a stronger effect. activation, % at 10 µM, or EC50 in µM where a hit was titrated. 280,000 tested, 0.02% active; in the data active = activation above about 50%, passing the limit was not always enough; also: a part of the inactive calls stands beside numbers as strong as those of hits
MgcRacGAP inhibition – MgcRacGAP GTPase-activating activity inhibitors, confirmation, biochemical, ADP Hunter fluorescence; MgcRacGAP-stimulated Rac1 GTP hydrolysis, ADP Hunter fluorescence; higher % means a stronger effect; GST-tagged Rac1 F28L mutant substrate; inhibition, % at 30 µM, or IC50 in µM where a hit was titrated; 340,000 tested, 0.6% active;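 active = first-screen hits whose inhibition reached a set limit at any dose in the follow-up dose series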;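 also: fluorescence reports GDP produced by GAP-driven GTP hydrolysis; strong numbers were not always called active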
HEK293 NOD2/NF-kB – NOD2 signaling inhibitors, cell-based, luminescence, uHTS, HEK293 (AID 1566) | HEK293 NOD2/NF-kB luciferase reporter, luminescence; higher % means a stronger effect | one-dose inhibition, % at 4 µM; EC50 in µM for titrated hits | 290,000 tested, 0.63% active; also: many of its hits are not listed in these tables
GPR55 beta-arrestin – selective activators of receptor GPR55 – imaging, U2OS cells, beta-arrestin-GFP redistribution, primary screen (AID 1961); U2OS GPR55 beta-arrestin-GFP redistribution imaging; higher % means a stronger effect; one-dose activation, % at 10 µM; EC50 in µM for titrated hits; 290,000 tested, 0.048% active;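 active = activation above 40% with more than 50 cells counted in the well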;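 also: U2OS osteosarcoma cells stably expressing GPR55 and beta-arrestin-GFP; plate controls were DMSO negative control for no effect and LPI positive control for full effect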
NOD1 inhibition – NOD1 signaling inhibitors, primary screen, cell-based, luminescence, uHTS (AID 1578). NOD1-driven NF-kB luciferase reporter cells, luminescence; higher % means a stronger effect. inhibition, % at 4 µM; hits with a dose series show EC50 in µM. 290,000 tested, 1% active; in the data active = inhibition mostly above about 36%, no sharp cut-off; inactive = mostly below about 34%;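 also: HEK-293T reporter cells stimulated with the NOD1 agonist gamma-tri-DAP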
KOR beta-arrestin-2 – kappa opioid receptor blockers – cell-based, luminescence, uHTS (AID 1778). KOR beta-arrestin recruitment, luminescence, antagonist mode; higher % means a stronger effect. inhibition, % at 10 µM; hits with a dose series show IC50 in µM. 290,000 tested, 0.091% active; also: strong numbers were not always called active
HIV fusion peptide – inhibitors of HIV fusion peptide binding, primary screen, biochemical, uHTS, fluorescence dequenching (AID 1986); cell-free peptide binding, fluorescence dequenching, 30 min; higher % means a stronger effect; one-dose inhibition, % at 20 µM; IC50 in µM for titrated hits; 290,000 tested, 0.3% active; in the data active = inhibition mostly above about 52%, no sharp cut-off; inactive = mostly below about 76%; also: some results filed as inactive read as strong as hits
* hit, by the source's call; nt = no result given; [ ] = another dose, or the depositor's remark. Rule as the data show it, unless noted: active = inhibition above about 50%; inactive = the rest. Only part of the results is shown (hit frequency here may not be typical).

#	structure	GPR55 beta-arrestin	Large T inhibition	MgcRacGAP inhibition	GPR55 antagonists	KOR beta-arrestin-1	NOD1 inhibition	HIV fusion peptide	KOR beta-arrestin-2	HEK293 NOD2/NF-kB
1	Cc1cccc2c(=O)c(C(=O)N3CCCCCC3)c[nH]c12	0.2%	-2%	2%	-6%	-1.8%	12%	-4.6%	-28%	-6%
2	COc1ccc(CN(CC(=O)NCc2ccccc2)C(=O)CCC(=O)Nc2ccccn2)cc1	-0.2%	2%	1%	-10%	2.5%	-15%	-0.2%	-23%	-19%
3	CCN(CC)C(=O)c1c2c(nc3ccccc13)-c1ccccc1CC2	-0.2%	9%	8%	12%	-2.1%	-23%	0.5%	-14%	9%
4	COC(C[C@H](O)[C@H](C)[C@@H](O)COCc1ccccc1)OC	-0.1%	nt	8%	-11%	1.5%	-4%	2.7%	19%	6%
5	CN(C)c1ccc(-c2ccncc2)cc1	-0.2%	nt	nt	2%	-3.5%	-17%	-0.8%	8%	17%
6	O=S(=O)(NCc1ccccn1)C(F)(F)F	0.8%	21%	3%	-10%	3.4%	36%	-1.1%	-20%[20 µM]	-6%
7	CN1C(C(=O)NCc2ccc(OC(F)(F)F)cc2)CC2Cn3c(nc4cc5ccccc5cc43)C21 (configuration not stated)	-0.1%	4%	4%	-2%	6.5%	-6%	1.5%	-27%	19%
8	Fc1ccccc1COc1ccc(-c2nnn(Cc3ccccc3F)n2)cc1	-0.1%	4%	2%	-3%	11%	-8%	-0.3%	8%	4%
9	O=C(N/N=C/c1cccc(Oc2ccccc2)c1)c1cccc(Br)c1	0.0%	2%	9%	-7%	-2.5%	-9%	1.4%	10%	11%
10	CN(C)C(=O)N1CCN(C(=O)N2CCOCC2)CC1	-0.1%	25%	4%	1%	-3.7%	4%	2.8%	4%	6%
11	C=CCn1c(SCC(C)=O)nc2scc(-c3ccc(C)o3)c2c1=O	0.1%	34%	9%	-14%	2.9%	-53%	1.5%	-20%[20 µM]	-51%
12	COc1cccc(C(c2sc3nc(C)nn3c2O)N2CCc3ccccc3C2)c1 (configuration not stated)	0.3%	14%	10%	-3%	-1.7%	-3%	-0.4%	8%	-8%
13	O=C(CCc1ccc(O)cc1)NNC(=S)NCCc1ccccc1	-0.2%	22%	20%	11%	0.4%	-14%	-3.1%	24%	-2%
14	Cc1ccc(NC(=O)C(=O)NN=C2CCCC2)cc1C	0.3%	nt	8%	11%	nt	-19%	-1.4%	3%[20 µM]	-6%
15	CCCC(=O)NCCCc1nc2ccccc2n1C	0.3%	11%	-8%	8%	-2.1%	17%	1.1%	-22%	11%
16	Clc1ccc(COc2cccc(CNCc3ccncc3)c2)cc1	0.2%	2%	9%	-9%	6.0%	31%	0.7%	-33%[20 µM]	30%
17	CCCn1c(C)nnc1SCC(=O)NC1CCCCC1	-0.1%	6%	12%	6%	-1.1%	-52%	-1.5%	-8%	-8%
18	Cc1ccc2[nH]c(=O)c(CN(CCCN(C)C)C(=S)NCCc3ccccc3)cc2c1	1.2%	0%	10%	9%	2.1%	-36%	0.9%	-14%	10%
19	O=[N+]([O-])c1cccc(-c2cc(C(F)(F)F)n3nc(-c4ccccc4)cc3n2)c1	-0.2%	-1%	4%	-12%	5.9%	18%	-1.7%	-8%	26%
20	CC1(C)Cc2c(sc3nc4n(-c5ccccc5)cnn4c(=O)c23)CO1	-0.2%	5%	4%	2%	-0.2%	2%	2.0%	-6%	16%
21	CC(=O)c1ccc(N(C(=O)Cn2nnc(-c3ccccc3)n2)C(C(=O)NC2CCCCC2)c2ccccn2)cc1 (configuration not stated)	0.2%	4%	9%	4%	5.7%	3%	3.9%	6%	13%
22	O=C(CSc1nnc(-c2ccccc2O)o1)N1CCCCC1	nt	1%	5%	2%	-1.5%	-38%	-1.6%	-17%	-7%
23	CCCc1cc(C(=O)NCc2ccc(OC)cc2)no1	-0.2%	10%	3%	8%	-5.1%	-29%	-1.8%	24%	-18%
24	C/C(=C\c1ccccc1)CN1CCC(C(=O)N2CCCCC2)CC1	0.8%	-1%	22%	7%	3.7%	-23%	-2.0%	36%	-1%
25	COc1ccccc1C1CCN(Cc2cccc3ccccc23)CC1	-0.1%	4%	13%	25%	-4.8%	-5%	0.2%	19%	-18%
26	N#Cc1ccc(Oc2nc(C#N)cc(-c3ccccc3)n2)cc1	0.1%	11%	5%	-39%	15%	0%	-1.5%	-20%	6%
27	Cc1ccc(NC2=CC(=O)CC(c3ccccc3)C2)cc1 (configuration not stated)	0.2%	3%	-2%	-12%	2.8%	-23%	-1.0%	-49%	-8%
28	O=C(OCC(=O)N1CCN(C(=O)c2ccco2)CC1)c1cn(-c2ccccc2)nc1-c1ccccc1	-0.2%	4%	4%	5%	7.4%	-17%	1.9%	1%	11%
29	COc1ccc2[nH]c3c(c2c1)CCN1C(=O)N([C@@H](C)C(=O)NCCc2ccc(OC)c(OC)c2)C(=O)[C@]31C	-0.1%	18%	3%	13%	-7.9%	-18%	-0.8%	-33%[20 µM]	-7%
30	CCC(C)NCCOCCOc1ccc(F)cc1 (configuration not stated)	-0.1%	nt	-6%	-14%	6.1%	17%	18%	-33%	-10%
31	CC(C)COc1ccc(C2NC(=O)NC2=O)cc1 (configuration not stated)	-0.1%	9%	7%	2%	0.3%	36%	-2.3%	0%	18%
32	CCCN1CCN(C(=O)Cn2ncc3ccccc32)CC1	-0.3%	6%	5%	3%	-1.2%	10%	14%	-33%	12%
33	Cc1cc(C)c2c(c1)/C(=N/NS(=O)(=O)c1ccccc1)CCC2	-0.1%	-6%	13%	9%	-0.9%	21%	-1.2%	3%	3%
34	Cc1ccc([N+](=O)[O-])cc1NC(=O)CSc1nncc2ccccc12	-0.2%	11%	11%	-4%	0.5%	-8%	-1.2%	-4%	24%
35	CN(NC(=O)c1ccccc1F)c1nc(C(F)(F)F)nc2ccccc12	-0.1%	-1%	6%	-2%	-1.0%	32%	0.3%	-107%	2%
36	CC(O)CSc1nc2c(c(=O)[nH]c(=O)n2C)n1Cc1ccccc1 (configuration not stated)	0.3%	6%	-16%	4%	-1.4%	-4%	3.3%	12%	6%
37	NC(=O)CSc1nnc(-c2cccnc2)n1CCc1ccccc1	-0.1%	-2%	9%	26%	8.1%	-16%	-0.9%	-8%	8%
38	Cc1ccc(NC2CCCN(C(=O)c3cn(C)c4ccccc34)C2)cc1C (configuration not stated)	0.3%	20%	18%	5%	4.9%	-3%	-0.4%	7%	3%
39	COc1ccc(OC(C)C(=O)NCCc2nc3ccccc3[nH]2)cc1 (configuration not stated)	-0.2%	9%	5%	13%	-1.9%	-14%	-1.5%	-2%	7%
40	O=C(Nc1ccc2ccccc2c1)C(c1ccccc1)C1CCCC1 (configuration not stated)	0.4%	14%	5%	28%	3.4%	8%	-0.9%	4%	-74%
41	Oc1ccc(/C=N/N2CCN(C3c4ccccc4-c4ccccc43)CC2)c(O)c1	0.5%	6%	14%	-3%	-0.8%	-12%	-2.5%	-146%[20 µM]	-21%
42	CCC(=O)N/N=C(\C)CC(=O)Nc1ccc(Cl)cc1	-0.2%	9%	8%	-1%	1.8%	-33%	-0.7%	12%	-2%
43	CCc1ccc(C(=O)NN=C2CCCCCC2)s1	0.3%	6%	4%	-10%	0.2%	-8%	0.0%	-3%	19%
44	CCOc1ccc(CN2C(=O)c3ccccc3C2=O)cc1C(=O)Nc1nnc(SCC)s1	-0.3%	6%	-2%	-5%	45%	-17%	-3.7%	-20%	11%
45	COc1ccc(C(=O)N2CCCC(c3nc(-c4ccc(C)o4)no3)C2)cc1OC (configuration not stated)	-0.1%	13%	4%	-4%	-0.1%	-24%	-0.4%	-35%	6%
46	COCCCN(C(=S)Nc1cccc(Cl)c1)C(C)c1ccncc1 (configuration not stated)	-0.3%	14%	-1%	4%	1.9%	58%	0.6%	-39%	1%
47	CCCNC(=O)NC1CCCc2ccccc21 (configuration not stated)	0.8%	4%	6%	13%	-0.4%	-29%	-0.6%	15%	-6%
48	Cc1cccc(/C(N)=N/OC(=O)c2ccc(Br)o2)c1	0.1%	3%	6%	2%	0.2%	-45%	-1.0%	-8%	-29%

Structural class: those above containing an aryl thioether with sulfur outside any ring.
#	structure	GPR55 beta-arrestin	Large T inhibition	MgcRacGAP inhibition	GPR55 antagonists	KOR beta-arrestin-1	NOD1 inhibition	HIV fusion peptide	KOR beta-arrestin-2	HEK293 NOD2/NF-kB
11	C=CCn1c(SCC(C)=O)nc2scc(-c3ccc(C)o3)c2c1=O	0.1%	34%	9%	-14%	2.9%	-53%	1.5%	-20%[20 µM]	-51%
17	CCCn1c(C)nnc1SCC(=O)NC1CCCCC1	-0.1%	6%	12%	6%	-1.1%	-52%	-1.5%	-8%	-8%
22	O=C(CSc1nnc(-c2ccccc2O)o1)N1CCCCC1	nt	1%	5%	2%	-1.5%	-38%	-1.6%	-17%	-7%
34	Cc1ccc([N+](=O)[O-])cc1NC(=O)CSc1nncc2ccccc12	-0.2%	11%	11%	-4%	0.5%	-8%	-1.2%	-4%	24%
36	CC(O)CSc1nc2c(c(=O)[nH]c(=O)n2C)n1Cc1ccccc1 (configuration not stated)	0.3%	6%	-16%	4%	-1.4%	-4%	3.3%	12%	6%
37	NC(=O)CSc1nnc(-c2cccnc2)n1CCc1ccccc1	-0.1%	-2%	9%	26%	8.1%	-16%	-0.9%	-8%	8%
44	CCOc1ccc(CN2C(=O)c3ccccc3C2=O)cc1C(=O)Nc1nnc(SCC)s1	-0.3%	6%	-2%	-5%	45%	-17%	-3.7%	-20%	11%

Screens from PubChem.
